mIAP inh – mouse IAP inhibition | purified mouse IAP, CDP-Star luminescence, 30 min | inhibition, % at 10 µM | 330,000 compounds, 0.2% hits | AID 2806;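 active = inhibition of at least 40% at 10 µM in the primary screen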;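 also: plate controls were DMSO with enzyme for no effect and no enzyme wells for full effect; values of inactives mirror those of a sister screen read the other way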
hIAP activ – human IAP activation; activation factor at 10 µM; 330,000 compounds, 0.16% hits; purified human IAP, CDP-Star luminescence, 30 min; hits give high values; 1 = vehicle-only enzyme, 0 = enzyme-free background; P09923;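 active = activation factor of the enzyme at least 2-fold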; also: the source names both 10 and 20 µM as test concentration; values of inactives mirror those of a sister screen read the other way
mIAP act – mouse IAP activation | activation factor at 10 µM | AID 2805 | muIAP, CDP-Star luminescence, 30 min; hits give high values; 1 = vehicle-only enzyme signal, 0 = enzyme-free wells | 330,000 compounds, 0.24% hits;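 active = activation factor of at least 2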; also: the source names both 10 and 20 µM as test concentration; values of inactives mirror those of a sister screen read the other way
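Assay system: mouse IAP enzyme; Reagent: CDP-Star chemiluminescent phosphatase substrate; Compound: DMSO-dissolved test compounds; Incubation: 30 min, room temperature; Technique: luminescence from enzymatic CDP-Star hydrolysis; Controls: DMSO-only wells and no-enzyme negative control.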
PfGluPho inh – PfG6PD (Plasmodium falciparum) enzyme inhibition; 350,000 compounds, 0.78% hits; AID 504690; PfGluPho enzyme, NADPH resazurin-diaphorase fluorescence; inhibition, % at 20 µM;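 active = inhibition reaching at least a set limit at 20 µM in the primary screen, cut at about 59% in these data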;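 also: 0% = DMSO wells with substrate and 100% = DMSO wells lacking glucose-6-phosphate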
ATG4B inhibitor – blocks human ATG4B protease cleavage of LC3 substrate | Q9Y4P1 | ATG4B cleavage of LC3-PLA2, NBD-HPC fluorescence, 1 h | inhibition, % at 8.33 µM | 340,000 compounds, 0.51% hits; in the data active = inhibition above about 40%
APOBEC3A inh – inhibitors of human APOBEC3A DNA deaminase | 330,000 compounds, 0.41% hits | recombinant A3A, FAM/TAMRA ssDNA deamination fluorescence | inhibition, % at 20 µM;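 active = at least 40% inhibition at 20 µM here, with at most 30% in a related deaminase screen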;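 also: plate controls were A3A with DMSO for no effect and wells lacking A3A enzyme for full effect; some results filed as inactive read as strong as hits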
HKDC1 inh – blocks human hexokinase HKDC1 activity; Q2TB90; 340,000 compounds, 0.16% hits; recombinant HKDC1, G6PDH/diaphorase resazurin coupled fluorescence; AID 493160; inhibition, % at 20 µM;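 active = inhibition above about 35% when tested at 20 µM, limit read from the data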;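 also: plate controls were DMSO wells with enzyme for no effect and DMSO wells lacking enzyme for full effect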
Target sequence (Q2TB90 whole entry, looked up): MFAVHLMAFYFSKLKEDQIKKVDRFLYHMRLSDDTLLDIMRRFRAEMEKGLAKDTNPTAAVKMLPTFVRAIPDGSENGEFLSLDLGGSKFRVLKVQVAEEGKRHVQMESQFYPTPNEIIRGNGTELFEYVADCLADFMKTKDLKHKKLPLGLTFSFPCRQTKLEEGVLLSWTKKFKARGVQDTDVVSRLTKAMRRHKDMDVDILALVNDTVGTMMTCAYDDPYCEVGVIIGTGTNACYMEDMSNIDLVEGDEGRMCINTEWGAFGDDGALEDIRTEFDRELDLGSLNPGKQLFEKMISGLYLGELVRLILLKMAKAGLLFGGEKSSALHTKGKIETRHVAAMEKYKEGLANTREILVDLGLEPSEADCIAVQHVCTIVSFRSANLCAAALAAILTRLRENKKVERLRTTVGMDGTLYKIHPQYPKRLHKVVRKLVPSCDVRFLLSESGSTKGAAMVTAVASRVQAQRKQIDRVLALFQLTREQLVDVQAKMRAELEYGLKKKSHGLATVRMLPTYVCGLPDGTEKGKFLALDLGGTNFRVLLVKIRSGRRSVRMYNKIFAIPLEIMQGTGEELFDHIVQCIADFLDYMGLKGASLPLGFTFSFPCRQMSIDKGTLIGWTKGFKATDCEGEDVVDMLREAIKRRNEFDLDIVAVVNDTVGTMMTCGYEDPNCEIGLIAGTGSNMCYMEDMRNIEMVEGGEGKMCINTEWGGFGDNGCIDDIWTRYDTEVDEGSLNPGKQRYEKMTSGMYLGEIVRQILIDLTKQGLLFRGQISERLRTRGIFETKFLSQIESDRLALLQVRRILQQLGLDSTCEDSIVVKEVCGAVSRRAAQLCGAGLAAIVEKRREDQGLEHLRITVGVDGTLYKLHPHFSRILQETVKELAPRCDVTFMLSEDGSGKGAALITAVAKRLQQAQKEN
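Test system: Recombinant HKDC1 (HK5) hexokinase enzyme, produced in-house | Input: HKDC1 at 5 µg/mL | Buffer or medium: Tris pH 8.0 buffer with MgCl2, Tween-20, BSA, BME | Schedule: 90 min reaction incubation at room temperature, dark | Technique: Resazurin-to-resorufin fluorescence via G6PDH and diaphorase coupling, 525/613 nm | Controls: DMSO wells with and without enzyme mix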
hIAP inh – human IAP inhibition. purified IAP, CDP-Star luminescence, 30 min. inhibition, % at 10 µM. 330,000 compounds, 0.12% hits. AID 2544;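 active = inhibition reaching a set limit with compound at 10 µM in the primary screen, cut at about 35% in these data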;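 also: plate controls were DMSO wells with enzyme for no effect and no-enzyme buffer wells for full effect; values of inactives mirror those of a sister screen read the other way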
* marks the source's active call; other numbers are inactive results.

SMILES | mIAP inh | hIAP activ | mIAP act | PfGluPho inh | ATG4B inhibitor | APOBEC3A inh | HKDC1 inh | hIAP inh
COc1ccc(/C=C/C(=O)c2ccc3c(c2)OCO3)cc1OC | 10 | 0.98 | 0.9 | 1 | -1 | -3 | 7 | 2
COc1cc2nc(=S)n3[nH]c(CCn4c(C)nc5ccccc54)nc3c2cc1OC | 3 | 1 | 0.97 | 56 | -10 | 1 | 8 | -2
CCCn1c(N)c(C(=O)CN2CCN(S(=O)(=O)c3cccs3)CC2)c(=O)[nH]c1=O | -5 | 0.87 | 1.1 | -7 | 16 | 0 | 2 | 13
Cc1ccc(C)c(NC(=O)CSc2nnc(-c3n[nH]c4ccccc34)o2)c1 | 0 | 1.1 | 1 | 9 | 3 | 4 | -7 | -13
CC(=O)N1CCN(C(=O)c2cccc(S(=O)(=O)N3CCN(c4ccc(F)cc4)CC3)c2)CC1 | 2 | 1.1 | 0.98 | 5 | -11 | 0 | -6 | -5
O=C(NCC(c1cccnc1)N1CCN(c2ccc(F)cc2)CC1)c1ccc2c(c1)OCO2 (configuration not stated) | 2 | 1.3 | 0.97 | -13 | -8 | -18 | -11 | -30
O=[N+]([O-])c1cc2c(cc1/C=N/NS(=O)(=O)c1ccc(Br)cc1)OCO2 | 17 | 0.91 | 0.83 | 43 | 11 | -1 | 3 | 9
CCOC(=O)CCCCCC(=O)Nc1ccc2c(c1)C(=O)N([C@H](C)CO)C[C@@H](C)[C@H](CN(C)Cc1ccc3c(c1)OCO3)O2 | -10 | 0.96 | 1.1 | 4 | -19 | -1 | -6 | 4
Cc1ccc(SCC(=O)N2CCCC2)cc1 | 8 | 0.98 | 0.92 | 0 | -10 | -3 | -3 | 2
CC(C)N1CCN(C(=O)c2ccc(OC3CCN(CCc4ccccc4)CC3)cc2)CC1 | 7 | 1.1 | 0.93 | 9 | -3 | -2 | -4 | -9
CCOC(=O)c1cnn(-c2nc(-c3cccc(F)c3)cs2)c1C(F)(F)F | 5 | 0.9 | 0.95 | 19 | 8 | 0 | 0 | 10
CCOC(=O)c1c(C)nc(-c2ccccc2)nc1NC(=O)CC | 6 | 1.1 | 0.94 | -14 | -1 | -2 | -3 | -11
CCCC(C)C(=O)NCc1ccccc1OC (configuration not stated) | 4 | 0.8 | 0.96 | 0 | -9 | 3 | -3 | 20
Cc1ccccc1-c1nc(CS(=O)(=O)CC(=O)N2CCN(C)CC2)c(C)o1 | 5 | 1 | 0.95 | 2 | -6 | -2 | -6 | -4
COC(=O)[C@@H](N)Cc1ccc(O)c(O)c1 | 30 | 0.91 | 0.7 | 30 | -2 | 0 | -10 | 9
Cc1ccc(C)c(S(=O)(=O)N2CCN(C(=O)CCNS(=O)(=O)c3ccc(C)c(C)c3)CC2)c1 | -12 | 1 | 1.1 | 10 | -13 | 1 | 1 | -5
COc1ccc(C2C(C(=O)OC3CCCCC3)=C(C)Nc3nnnn32)c(OC)c1OC (configuration not stated) | 5 | 0.93 | 0.95 | 8 | -10 | 1 | -3 | 7
O=C(Nc1ccc2c(c1)OCCO2)C1CC(O)CN1C(=O)Nc1ccccc1 (configuration not stated) | -4 | 0.99 | 1 | -9 | 0 | 1 | -5 | 1
COC(=O)c1ccc(N2C(=O)Nc3ccccc3N2O)cc1 | 8 | 0.91 | 0.92 | -7 | 2 | -2 | -7 | 9
O=C(Nc1ccccc1C(=O)N1CCCCC1)c1ccccc1C(F)(F)F | 0 | 1 | 0.99 | -1 | 5 | -1 | -4 | -4

Record cards (already shown).
COC(=O)c1ccc(N2C(=O)Nc3ccccc3N2O)cc1 is listed with mIAP inh = 8; hIAP activ = 0.91; mIAP act = 0.92; PfGluPho inh = -7; ATG4B inhibitor = 2; APOBEC3A inh = -2; HKDC1 inh = -7; hIAP inh = 9
CC(C)N1CCN(C(=O)c2ccc(OC3CCN(CCc4ccccc4)CC3)cc2)CC1 is listed with mIAP inh = 7; hIAP activ = 1.1; mIAP act = 0.93; PfGluPho inh = 9; ATG4B inhibitor = -3; APOBEC3A inh = -2; HKDC1 inh = -4; hIAP inh = -9
Cc1ccc(C)c(S(=O)(=O)N2CCN(C(=O)CCNS(=O)(=O)c3ccc(C)c(C)c3)CC2)c1 is listed with mIAP inh = -12; hIAP activ = 1; mIAP act = 1.1; PfGluPho inh = 10; ATG4B inhibitor = -13; APOBEC3A inh = 1; HKDC1 inh = 1; hIAP inh = -5

Returning to the listing, starting 2 compounds before the break.
SMILES | mIAP inh | hIAP activ | mIAP act | PfGluPho inh | ATG4B inhibitor | APOBEC3A inh | HKDC1 inh | hIAP inh
COC(=O)c1ccc(N2C(=O)Nc3ccccc3N2O)cc1 | 8 | 0.91 | 0.92 | -7 | 2 | -2 | -7 | 9
O=C(Nc1ccccc1C(=O)N1CCCCC1)c1ccccc1C(F)(F)F | 0 | 1 | 0.99 | -1 | 5 | -1 | -4 | -4
Cn1nc(C(F)(F)F)c(CO)c1Sc1ccc(F)cc1 | 2 | 1 | 0.98 | -7 | 1 | -3 | -7 | -1
CC1(C)C(/C=C/C=C/C=C/C=C2\N(CCCCS(=O)(=O)O)c3ccc4ccccc4c3C2(C)C)=[N+](CCCCS(=O)(=O)[O-])c2ccc3ccccc3c21 | 25 | 0.94 | 0.75 | 57 | 90* | 18 | 28 | 6
CCN1CCCC1CNC(=O)c1ccc(Sc2ccc(F)cc2)c([N+](=O)[O-])c1 (configuration not stated) | 3 | 1.1 | 0.97 | 2 | -7 | -2 | 2 | -8
CCCCn1c(N)c(N(CCC(C)C)C(=O)c2ccc(C)c(S(=O)(=O)N3CCOCC3)c2)c(=O)[nH]c1=O | 3 | 1 | 0.97 | -5 | -4 | -1 | 0 | -2
Cc1ccc(Cn2c(SCC(=O)NCC3CCCO3)nc3c(sc4ccccc43)c2=O)cc1 (configuration not stated) | 6 | 0.99 | 0.94 | -2 | -7 | 1 | -3 | 1
Cc1c(C#N)c(N)nc2c3c(sc12)NC(=O)CC3c1ccc(F)cc1 (configuration not stated) | -2 | 1 | 1 | -20 | 1 | -2 | 8 | -2
CCOC(=O)CCCSc1nc2sc(C)c(C)c2c(=O)[nH]1 | 1 | 0.9 | 0.99 | 8 | -8 | -2 | -2 | 10
COc1ccc(C(=O)Nc2sc3c(c2C(=O)O)CC(C)(C)OC3)cc1 | -7 | 1.1 | 1.1 | 91* | 21 | 0 | -6 | -8
Cc1ccc(N2CC(C(=O)OCC(=O)c3ccc[nH]3)CC2=O)cc1 (configuration not stated) | 0 | 1 | 1 | -1 | -5 | 2 | -2 | -1
CCC1CCCCN1CCCNC(=O)CCCOc1cc(=O)n(C)c2ccccc12 (configuration not stated) | 7 | 1 | 0.93 | -1 | -9 | 2 | -10 | -3
N/C(=N/OCC(=O)Nc1cccc2ccccc12)c1nonc1N | 5 | 0.92 | 0.95 | 4 | -1 | -4 | 0 | 8
CC12CCC(C(=O)Nc3c(Cl)cccc3Cl)(C(Br)C1=O)C2(C)C (configuration not stated) | 11 | 1 | 0.89 | -8 | 8 | 0 | 7 | -1
COc1ccc(N(CC(=O)Nc2ccc3c(c2)OCO3)S(=O)(=O)c2ccccc2)c(OC)c1 | -17 | 0.95 | 1.2 | -4 | -12 | -4 | 4 | 5
CCCCN1CNC(=S)N(CCc2ccccc2)C1 | 0 | 0.95 | 0.99 | -6 | 1 | -3 | -7 | 5
CC(=O)N1CC(C)Oc2ccc(S(=O)(=O)Nc3ccc(Cl)cn3)cc21 (configuration not stated) | 5 | 1.1 | 0.95 | -13 | -4 | -3 | -3 | -11
C=CCn1c(COc2ccc(Cl)cc2)nnc1SCC(=O)NCC(=O)OCC | -2 | 0.83 | 1 | 5 | -11 | 4 | 4 | 17
CC1CC2(C)Oc3ccccc3CC2C(C)C1CNCCCN(C)C (configuration not stated) | -8 | 0.9 | 1.1 | 1 | 0 | -3 | -5 | 10
Cc1ccc(CN2CC34C=CC(O3)C(C(=O)NCc3ccc5c(c3)OCO5)C4C2=O)cc1 (configuration not stated) | 4 | 1 | 0.95 | -6 | -8 | 1 | 3 | 0
CCN(c1ccccc1)S(=O)(=O)c1cc([N+](=O)[O-])ccc1N | 13 | 0.91 | 0.87 | -12 | 3 | -2 | -3 | 9
CCOC(=O)C1=CC[C@@H](c2cccc(C)c2)N(S(=O)(=O)c2ccc(C)cc2)[C@H]1C(=O)OCC | 2 | 1.1 | 0.98 | 18 | 2 | -5 | 2 | -6
O=C(OCn1nnc2ccccc2c1=O)C1CCN(S(=O)(=O)c2cccs2)CC1 | -2 | 0.78 | 1 | -4 | -9 | -4 | -1 | 22
Cc1nn(Cc2ccccc2)c(C)c1C(=O)N1CCN(CC(=O)Nc2ccccc2Cl)CC1 | -4 | 0.79 | 1 | 10 | -8 | -4 | -6 | 21
O=C(O)CN1C(=O)/C(=C\c2cccc(OCc3ccc(Cl)cc3Cl)c2)SC1=S | 8 | 1 | 0.92 | -44 | 28 | 5 | 17 | -2
COc1ccccc1-c1nn(Cc2ccccc2)cc1C(=O)NCC(c1ccco1)N1CCCC1 (configuration not stated) | -10 | 0.88 | 1.1 | -17 | -22 | 1 | 1 | 12
COc1ccc(S(=O)(=O)N2CCCCCC2)cc1C(=O)N(C)CC(=O)Nc1ccc(F)cc1 | -16 | 1.1 | 1.2 | -13 | -9 | 0 | -4 | -9
O=C(O)C1CCCNC1 (configuration not stated) | -3 | 1.2 | 1 | -11 | -5 | 4 | -5 | -17
CC1(C)Cc2nc3oc4c(N5CCOCC5)ncnc4c3cc2CO1 | 8 | 0.96 | 0.92 | -9 | 2 | 0 | 1 | 4
CSc1nc(C)cc(SCC(=O)Nc2ccccc2)n1 | 4 | 0.89 | 0.96 | 0 | -6 | 0 | -9 | 11
O=C(Nc1ccc2c(c1)OCO2)c1ccc(Cl)nc1 | 4 | 1.1 | 0.95 | 2 | -6 | 17 | -4 | -8
CN(C1CCCCC1)S(=O)(=O)c1ccc(NC(=O)Cn2nc(-c3ccc(F)cc3)ccc2=O)cc1 | 12 | 1.2 | 0.88 | 8 | 2 | -5 | -5 | -15
CCOC(=O)N1CCN(C(=O)CNC(=O)c2nn(-c3ccc(OC)c(Cl)c3)c(=O)c3ccccc23)CC1 | 7 | 1 | 0.93 | 6 | -7 | -1 | 4 | -2
O=C(Cn1cnc([N+](=O)[O-])n1)NC1CC1 | 6 | 0.9 | 0.94 | -20 | -7 | 3 | -3 | 10
CCCCn1c(CNC(=O)CC)nc2ccccc21 | 3 | 0.86 | 0.97 | 5 | -6 | -2 | 0 | 14

Ordered by length of the SMILES (low to high): part of the list above
SMILES | mIAP inh | hIAP activ | mIAP act | PfGluPho inh | ATG4B inhibitor | APOBEC3A inh | HKDC1 inh | hIAP inh
CC1(C)Cc2nc3oc4c(N5CCOCC5)ncnc4c3cc2CO1 | 8 | 0.96 | 0.92 | -9 | 2 | 0 | 1 | 4
COc1ccccc1-c1nn(Cc2ccccc2)cc1C(=O)NCC(c1ccco1)N1CCCC1 (configuration not stated) | -10 | 0.88 | 1.1 | -17 | -22 | 1 | 1 | 12
COc1ccc(S(=O)(=O)N2CCCCCC2)cc1C(=O)N(C)CC(=O)Nc1ccc(F)cc1 | -16 | 1.1 | 1.2 | -13 | -9 | 0 | -4 | -9

High-throughput results deposited in PubChem BioAssay by Sanford-Burnham Center for Chemical Genomics.
